mcGAS lum: inhibitors of mouse cGAS | Q8C6L5 | recombinant cGAS, Kinase-Glo ATP depletion luminescence | inhibition, % at 12.5 µM | 160,000 compounds, 0.15% hits | AID 1259399;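 also: 0% = negative control wells and 100% = reference inhibitor with no enzyme activity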
hcGAS lum: blocks human cGAS activity | recombinant h-cGAS, ATP depletion, Kinase-Glo luminescence | inhibition, % at 12.5 µM | 290,000 compounds, 0.081% hits;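 also: 0% = vehicle reaction and 100% = reaction without DNA for no activity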
Target sequence (Q8N884 whole entry, looked up): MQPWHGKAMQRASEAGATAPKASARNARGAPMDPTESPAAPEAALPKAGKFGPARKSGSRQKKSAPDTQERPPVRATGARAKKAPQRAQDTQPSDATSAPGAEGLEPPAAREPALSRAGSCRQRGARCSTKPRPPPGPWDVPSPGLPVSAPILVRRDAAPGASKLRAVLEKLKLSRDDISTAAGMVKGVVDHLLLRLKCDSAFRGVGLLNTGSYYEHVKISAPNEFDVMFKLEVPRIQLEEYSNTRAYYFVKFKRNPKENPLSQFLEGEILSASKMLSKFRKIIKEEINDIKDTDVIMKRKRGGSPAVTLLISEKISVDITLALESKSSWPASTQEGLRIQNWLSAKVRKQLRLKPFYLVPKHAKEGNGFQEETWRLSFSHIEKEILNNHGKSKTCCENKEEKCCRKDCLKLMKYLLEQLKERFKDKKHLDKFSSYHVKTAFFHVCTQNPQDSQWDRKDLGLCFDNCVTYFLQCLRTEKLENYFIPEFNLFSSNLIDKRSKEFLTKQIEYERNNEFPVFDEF
NPYLR7 agonist: mosquito NPYLR7 agonism | HEK293T NPYLR7/Galpha15, GCaMP6s calcium fluorescence | activation, % at 10 µM | 270,000 compounds, 0.15% hits; in the data active = activation above about 40%;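 also: 0% = vehicle and 100% = reference agonist at the receptor; some compounds past the cut are filed as inactive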
* marks the source's active call; other numbers are inactive results; . = not tested or not shown; & = joins results of further samples. Rule as the data show it, unless noted: active = inhibition above about 40%; inactive = the rest.

SMILES | mcGAS lum | hcGAS lum | NPYLR7 agonist
Cc1ccc(/C=N\OC(C)C(=O)Nc2c(C)cccc2C)o1 (centres undefined) | . | 5 | 0
NC(=O)CC1CCCN(C(=O)C2(c3cccc(Br)c3)CC2)C1 (centres undefined) | . | -13 | 2
CC1(C(=O)NS(=O)(=O)Cc2cccc(Cl)c2)CCN1C(=O)C1CC1 (centres undefined) | . | -12 | 1
Cc1cc(C)n(-c2nc(N)cc(Cl)n2)n1 | . | -9 | 0
CCOC(=O)C(C(=O)COC(=O)c1cc(Br)ccc1O)c1nc(C)cs1 (centres undefined) | . | -9 | 6
O=C(NCC1CCCN(Cc2cnc(-c3ccccc3)s2)C1)c1n[nH]c2ccccc12 (centres undefined) | -8 | 1&-1 | 8
O=C(c1cnn2c1CCCC2)N(Cc1ccccn1)CC1CCCO1 (centres undefined) | . | -3 | 6
COC(=O)c1ccc(C)c(OCC(=O)Nc2cc3c(cc2Cl)OCCO3)c1 | . | -2 | -3
COc1ccc(C(CC(=O)N(C)Cc2cc(C3CC3)n[nH]2)c2ccccc2)cc1 (centres undefined) | -9 | -6 | 16
COc1c(C)cc(C(=O)N2CCOC(c3ccccc3)C2)cc1C (centres undefined) | . | -6 | 25
Cn1ccnc1SCc1cc(=O)c(OC(=O)c2ccco2)co1 | -3 | -5 | -7
CCC(C)Cn1c(CCNC(=O)c2ccco2)nc2ccccc21 (centres undefined) | -6 | 3 | 7
Cc1ccsc1CN(Cc1cccc(C(F)(F)F)c1)Cc1nc(C(=O)NCCN(C)C)co1 | -6 | -4 | 22
CCOc1ccc(CC(=O)Oc2coc(CSc3nc(C)cc(C)n3)cc2=O)cc1 | 63* | 0 | -16
CC(c1ccc(NC(=O)CNC(=O)C2CC2)cc1)N1CCOCC1 (centres undefined) | -17 | -6 | 21
CCCCSC(C)C(=O)N(C)c1ccccn1 (centres undefined) | . | -3 | -1
COc1ccccc1Oc1cnn(C)c(=O)c1Nc1cccc(C(=O)NCc2ccc3c(c2)OCO3)c1 | -3 | -5 | 5
CCCS(=O)(=O)Nc1cccc(C(=O)Nc2ccc(F)cc2OC)c1 | . | 3 | 3
CCCC1=NN(C(=O)COc2ccc(Cl)c(C)c2)C(O)(C(F)(F)F)C1 (centres undefined) | -6 | -17 | 0
Cc1ccc(N2CCN(C(=O)c3snc4c(=O)n(CC(C)C)c(=O)[nH]c34)CC2)c(C)c1 | . | -5 | -9
CCNC(=O)c1c(C)c(C(=O)OCC)n(CC)c1C | -8 | -5 | 5
Nc1ccc(NC(=S)NCc2ccco2)cc1[N+](=O)[O-] | . | -5 | -3
CC1CCc2nc3ccccc3c(C(=O)OCC(=O)NC(=O)NC(C)C)c2C1 (centres undefined) | . | -6 | 2
CCCS(=O)(=O)Nc1ccc(N(C)C)c(CN(CC2CCCO2)C(=O)NC(C)(C)C)c1 (centres undefined) | -3 | -2 | 5
Nc1cccc(-c2cc(Nc3ccc4[nH]ccc4c3)ncn2)c1 | . | -5 | 3
Cc1ccc(C2(CNC(=O)c3ccsc3)CCOCC2)cc1 | -4 | -2 | 0
COc1ccc(CN2CCCC(CO)(Cc3ccccc3F)C2)c(F)c1 (centres undefined) | . | -8 | 2
CCCCCc1ccc(C(=O)N2CCN(C(=O)c3cc(-c4ccccc4)n(-c4ccc(F)cc4F)c3C)CC2)cc1 | -4 | -4 | 17
CCC(=O)Nc1ccc(N(C)C)c(CN(C(=O)c2cccc(C)c2)C(C)c2ccccc2)c1 (centres undefined) | -5 | -6 | 6
Cc1ccc(C)c(C2c3cccn3CCCN2Cc2ccoc2)c1 (centres undefined) | -6 | -10 | 23
O=C(NCc1cccc(I)c1)c1cncn1-c1ccc(-c2ccc(F)c(F)c2)cc1 | 1 | 1 | 9
Cc1ccc(OCC2Cn3c(nc4c3c(=O)n(C)c(=O)n4C)O2)cc1 (centres undefined) | . | 8 | -8
Cc1ccc(-n2c(SCc3ccccc3C#N)nnc2-c2ccc(F)cc2)cc1 | -7 | -8 | .
COc1ccccc1CN1C(=O)O[C@@H]2CN(C(=O)c3cc4ccccc4o3)C[C@@H]21 | -18 | -4 | 7
CC1(C(=O)Nc2ccc3nc[nH]c3c2)CCN1C(=O)c1ccccc1CCc1ccccc1 (centres undefined) | 0 | 2 | -3
CN=c1scc(-c2ccccc2Br)n1N=Cc1ccc[nH]1 | . | -9 | 3
O=C(Nc1ccccc1SC1CCCC1)c1ccco1 | -6 | -17 | 7
COC(=O)c1ccccc1NC(=O)c1cccnc1 | . | -8 | 13
O=C(NC1CCCc2ccccc21)C(C1CCCC1)N1CCN(C(=O)c2ccc(F)cc2)CC1 (centres undefined) | -4 | -5 | -5
Cc1nnc(Sc2nc3ccccc3o2)c2ccccc12 | -2 | -1 | 1
CC(C)c1cccc(-c2cccc3c2OC(CN)C3)n1 (centres undefined) | . | 0 | -2
CC(=O)SCC[N+](C)(C)C | -3 | -4 | 7
O=C(c1ccc([N+](=O)[O-])cc1)N1CCCC(OCc2ccc(F)cc2F)C1 (centres undefined) | . | -6 | -1
O=C(c1cccs1)N1CCN(Cn2nnc(-c3cccs3)n2)CC1 | -4 | -4 | 8
O=C1NC(=O)c2cc([N+](=O)[O-])ccc21 | -6 | -6 | 13
CCOCC(O)CN1CCCN(Cc2ccccc2)CC1C (centres undefined) | . | 1 | 7
Cc1nc2c(C(=O)N(C)Cc3ccncc3C)cccc2[nH]1 | . | -8 | 1
O=C1CC(c2cccs2)Sc2nncn21 (centres undefined) | . | -6 | -1
Cc1ccc(C(=O)NC2CCN(C(=O)NCC3(C)CCOC3)CC2)o1 (centres undefined) | -14 | -11 | 1
CCc1nc2c(OCc3ccccc3OC)cccn2c1N(C)C(=O)c1ccc(C)cc1 | -3 | 0 | -2

Next part:
SMILES | mcGAS lum | hcGAS lum | NPYLR7 agonist
O=C(NCc1ccco1)c1csc(COc2ccc([N+](=O)[O-])cc2)n1 | -6 | -6 | 1
Cc1ccc(F)cc1NC(=O)C(C)Sc1nnc(OC(C)C)s1 (centres undefined) | -10 | -2 | -7
COc1cccc(CN(Cc2ccco2)Cc2ccc(C(O)(c3cccc(F)c3)c3cccc(F)c3)o2)c1OC | -5 | -6 | 1
CC(C)CNC(=O)CN1CCN(c2ccc(S(=O)(=O)NC3CCC(C)CC3)cc2[N+](=O)[O-])CC1 (centres undefined) | . | -14 | 2
CC(=O)c1cc2c(cc1O)OC(C)(C)C=C2 | . | -1 | 5
CCCn1nc(C(=O)O)c2c1CCC(N1CCC(F)(F)CC1)C2 (centres undefined) | -7 | -20 | .
COc1ccc(C(O)C(=O)NCc2nn(C)c3ccc(C)cc23)cc1 (centres undefined) | . | -3 | 23
Cc1ccc(OCCC(=O)N2CCN(S(=O)(=O)N(C)C)CC2)c(C)c1 | -4 | 0 | 11
CCCS(=O)(=O)Nc1ccc(N(C)C)c(CN(CC2CCCO2)S(=O)(=O)c2ccc(F)cc2)c1 (centres undefined) | -3 | -3 | 0
O=C(CCC1CCN(Cc2cc3ccccc3o2)CC1)NC1CC1 | -9 | -6 | 2
CN(Cc1nc2ccccc2s1)c1ncnc2sc3c(c12)CCCC3 | -7 | -6 | -4
CC1CCCN(S(=O)(=O)c2ccc3c(c2)nc(SCc2cccc(Br)c2)n3C2CCCC2)C1 (centres undefined) | -4 | -12 | 12
CCOC(=O)c1ccc(NC(=O)c2sc(NC(=O)c3ccccc3F)c(C(=O)OCC)c2C)cc1 | -3 | -5 | -4
CC(C)(C)OC(=O)NCC(=O)Nc1n[nH]c(-c2ccccc2F)n1 | -16 | -8 | 16
Cc1cccc(CN(Cc2ccccc2)C(=O)c2nc(C)oc2C)n1 | . | -11 | 2
CCc1ccc(-c2nccn2-c2ccc(-c3n[nH]c(C)n3)cc2)o1 | -12 | -6 | 5
CCOC(=O)c1cc(C#N)c(SCc2ccc(C(=O)N3C4CCC3CC(Oc3ccccc3C(C)C)C4)cc2)nc1C (centres undefined) | -5 | 1 | 29
O=C(Nc1ccccc1Oc1cccnc1)C1CCCN(C2Cc3ccccc3C2)C1 (centres undefined) | . | -5&-1 | 1&7
O=C(CCl)N1CCN(Cc2ccc(Br)s2)CC1 | 20 | -7 | 12
Nc1ccc(N2CCCC2)cc1C(=O)O | -4 | 12 | 1
CCCn1cnnc1CNC1CCc2ccc(OC)cc2C1 (centres undefined) | -18 | -2 | 4
CN1C(=O)CC(CC(=O)N2CCC(c3ccncc3)CC2)(c2ccc(-c3ccccc3)cc2)C1=O (centres undefined) | -12 | -8 | 12
O=C(Nc1nnc(SCc2ccccc2F)s1)c1ccccc1Cl | -6 | -4 | 20
Cc1[nH]n(-c2ccc(Cl)cc2)c(=O)c1C1=C([n+]2ccccc2)C(=O)N(C(C)C)C1=O | -1 | -9 | -6
COCc1nc(-c2ccc(CN3CCN(C(=O)C4CC(=O)N(Cc5ccccc5)C4)CC3)cc2)no1 (centres undefined) | -8 | -6 | 4

Some of the entries so far, as labelled records:
> Cc1ccc(F)cc1NC(=O)C(C)Sc1nnc(OC(C)C)s1 (centres undefined)
  mcGAS lum: -10 | hcGAS lum: -2 | NPYLR7 agonist: -7
> COc1cccc(CN(Cc2ccco2)Cc2ccc(C(O)(c3cccc(F)c3)c3cccc(F)c3)o2)c1OC
  mcGAS lum: -5 | hcGAS lum: -6 | NPYLR7 agonist: 1
> CC(C)CNC(=O)CN1CCN(c2ccc(S(=O)(=O)NC3CCC(C)CC3)cc2[N+](=O)[O-])CC1 (centres undefined)
  mcGAS lum: . | hcGAS lum: -14 | NPYLR7 agonist: 2

(list continues)
Fields: mcGAS lum, hcGAS lum, NPYLR7 agonist
CN(Cc1cccc(-n2cccn2)c1)Cc1cn(C)nc1-c1ccc2c(c1)OCCO2
    -10, -9, -4
COc1ccc(NC(=O)NCc2nnnn2C2CCCCC2)cc1OC
    ., -4, -2
O=C(c1ccc(Cl)cc1)N1CCc2ccccc2C1c1ccc(F)cc1 (centres undefined)
    -1, -10, 20
C=CCNCc1nc(NCC=C)c2c(C)c(C(=O)OCC)sc2n1
    ., -5, 0
CCc1nn(-c2ccccc2)c(Oc2ccccc2)c1CN(Cc1ccccc1)CC(O)CC (centres undefined)
    ., 4, -5
O=C1N(Cc2ccccn2)C(=O)C2(CCN(Cc3ccc4c(c3)OCO4)CC2)N1CCc1ccccc1
    -16, -6, 9
CCOc1c(N)cc(Cl)cc1Br
    -19, -3, 4
Cc1nn2c(ncc3c(=O)n(-c4ncn[nH]4)ccc32)c1-c1ccccc1
    ., -7, 2
CC(C)Cc1nc2ccc(Br)cn2c1NC1CCCCC1
    -1, -2, 7
CC(c1ccccc1)N(Cc1cccc(Oc2ccccc2)c1)Cc1nc(C(=O)NCc2cccnc2)co1 (centres undefined)
    -5, -3, 22
CNc1cccc(-c2cccc(S(C)(=O)=O)c2)n1
    ., -14, 3
CC(C)CN(Cc1cccn1Cc1ccccc1Cl)C(=O)CN(C(=O)c1ccc2c(c1)OCO2)C(C)C
    -6, -4, 0
Cn1c(COc2ccc(Cl)cc2)n[nH]c1=S
    -5, -7, -1
CCS(=O)(=O)N1CCCC(C(=O)NC2CCCC[C@H]2N(Cc2ccc(Cl)cc2)S(=O)(=O)c2ccccc2)C1 (some centres undefined)
    -8, -7, 19
Clc1ccc(C2CC(c3ccc(Br)cc3)=Nc3nnnn32)c(Cl)c1 (centres undefined)
    ., -8, -7
OCc1ccc(CNC2CCCSC2)o1 (centres undefined)
    ., -12, 23
Cc1ccccc1C(=O)Nc1nc(-c2ccc([N+](=O)[O-])cc2)cs1
    -10, -2, -2
CCCCCc1ccc(C(=O)NCc2nnc(SCc3ccc(F)cc3)n2-c2cc(Cl)ccc2Cl)cc1
    -4, -4, 1
CC(=O)N(Cc1cc(NC(=O)c2ccco2)ccc1N(C)C)CC1CC1
    -4, -4, 5
COCCc1nc(COCC2CCCCO2)n(C2CCCCC2)n1 (centres undefined)
    -3, -1, .
CC(NC(=O)c1ccc(Br)s1)C(=O)Nc1cnc(C(C)(C)C)nc1 (centres undefined)
    ., -12, -6
O=C(CCn1nnc(-c2ccccc2)n1)N1CCCC1c1ccccn1 (centres undefined)
    -16, -7, 3
Cc1cccc(N2CCN(C(=O)c3cc(Cn4ccnc4C(C)C)[nH]n3)CC2)n1
    -14, -12, 16
CCOc1ccccc1OC1CCN(C(=O)c2c[nH]c3ncccc23)CC1
    ., -6, 11
COc1ccc(C2CCCN2Cn2nc(-c3ccc(F)cc3)n(C)c2=S)c(OC)c1 (centres undefined)
    ., -14, 3
COc1ccc(C(=O)C2CCCN(C(=O)c3ccc4cc[nH]c4c3)C2)c(C)c1 (centres undefined)
    -12, -14, 8
COc1c(C)cc(S(=O)(=O)NCC(c2ccsc2)N(C)C)cc1C (centres undefined)
    -5, -3, 11
O=c1[nH]c2ccc(S(=O)(=O)NC3CC3)cc2[nH]1
    ., 0, 16
O=C(NN=Cc1cccc([N+](=O)[O-])c1)c1cc(-c2ccc3c4c(cccc24)CC3)n[nH]1
    ., -6, 4
COc1cccc2c3c(c(=O)[nH]c12)CC(C)(C)O3
    ., 0, -7
CCCc1cc(CNC(=O)COc2c(C)ccc(C)c2C)on1
    ., 3, 8
Cc1ccc(C(=O)Nc2ccc(N3CCN(C(=O)NCc4ccc(Cl)cc4)CC3)nc2)cc1
    -7, -5, 25
COc1cc(-c2cccc(NC(C)=O)c2)cc(OC)c1OC
    -14, -1, 25
N=C(N)c1ccc(N=NNc2ccc(C(=N)N)cc2)cc1
    ., 5, -2

Part of the list above, reduced to mcGAS lum and NPYLR7 agonist:
Structure	mcGAS lum	NPYLR7 agonist
COc1cc(-c2cccc(NC(C)=O)c2)cc(OC)c1OC	-14	25
N=C(N)c1ccc(N=NNc2ccc(C(=N)N)cc2)cc1	.	-2

Screens deposited in PubChem BioAssay by Fisher Drug Discovery Resource Center.
